Growth percent in the NCI-60 one-dose screen (48 h, 10 µM unless noted): 100 = growth as untreated, 0 = no growth, -100 = all killed.
ACHN – ACHN renal cancer; AID 1794771; actives 4.9% (n = 81,000)
UO-31 – UO-31 renal cancer | actives 5.2% (n = 81,000) | AID 1794768
786-0 – 786-0 renal cancer cells | actives 5.1% (n = 81,000) | AID 1794775
TK-10 – TK-10 renal cancer cells; actives 3.9% (n = 81,000)
SN12C – SN12C renal cancer cells | actives 3.8% (n = 81,000) | AID 1794767
CAKI-1 – CAKI-1 renal cancer. actives 4.7% (n = 75,000). AID 1794772
IGROV1 – IGROV1 ovarian cancer. AID 1794786. actives 4.7% (n = 79,000)
NCI/ADR-RES – NCI/ADR-RES ovarian cells; AID 1794790; actives 4.4% (n = 81,000)
* = called active by the depositor; / = not tested or not shown; & = joins results of further samples. How the source made its calls: active means growth percent below 10; inactive means the rest. Rows were taken by chance; 9.3% or so of the library scored in one or more.

Start of the data: the first 7 compounds as a preview:
SMILES	ACHN	UO-31	786-0	TK-10	SN12C	CAKI-1	IGROV1	NCI/ADR-RES
O=C1NC(=O)C2(CCCCCC2)N1	103&106	90	103&97	120&91	99&100	99	114	118&108
O[C@@H]1Cc2cc(OC(F)(F)F)ccc2N[C@H](c2ccco2)C1	89	102	107	106	97	81	120	98
CS(=O)(=O)c1nccc(-c2c(-c3ccc(OCCN4CCCC4)cc3)nc3sccn23)n1	102	100	102	/	97	98	119	109
Cc1ccc(NC(=S)NC(=O)c2ccccc2)cc1	111	88	94	95	96	96	104	103
C#CCNC(=O)[C@]12CC[C@@H](C(=C)C)[C@@H]1[C@H]1CC[C@@H]3[C@@]4(C)Cc5c([nH]c6ccccc56)C(C)(C)[C@@H]4CC[C@@]3(C)[C@]1(C)CC2	71	66	84	81	90	/	85	90
CS(=O)(=O)c1ncc(-c2ccccc2)cn1	97	85	109	97	96	107	99	103
Cc1cc(=O)oc2c3c(ccc12)OC(N)=C(C#N)C3c1ccccc1 (configuration not stated)	89	67	93	103	93	96	95	105

The whole of this part, previewed entries included:
SMILES	ACHN	UO-31	786-0	TK-10	SN12C	CAKI-1	IGROV1	NCI/ADR-RES
O=C1NC(=O)C2(CCCCCC2)N1	103&106	90	103&97	120&91	99&100	99	114	118&108
O[C@@H]1Cc2cc(OC(F)(F)F)ccc2N[C@H](c2ccco2)C1	89	102	107	106	97	81	120	98
CS(=O)(=O)c1nccc(-c2c(-c3ccc(OCCN4CCCC4)cc3)nc3sccn23)n1	102	100	102	/	97	98	119	109
Cc1ccc(NC(=S)NC(=O)c2ccccc2)cc1	111	88	94	95	96	96	104	103
C#CCNC(=O)[C@]12CC[C@@H](C(=C)C)[C@@H]1[C@H]1CC[C@@H]3[C@@]4(C)Cc5c([nH]c6ccccc56)C(C)(C)[C@@H]4CC[C@@]3(C)[C@]1(C)CC2	71	66	84	81	90	/	85	90
CS(=O)(=O)c1ncc(-c2ccccc2)cn1	97	85	109	97	96	107	99	103
Cc1cc(=O)oc2c3c(ccc12)OC(N)=C(C#N)C3c1ccccc1 (configuration not stated)	89	67	93	103	93	96	95	105
CCOC(=O)CC(C(=O)OCC)N1CCCCC1 (configuration not stated)	99	88	95	110	103	72	108	101
CC1=C(C)C(=O)C(N2CCSCC2)=CC1=O	97	76	99	130	100	93	93	94
CCCN1C2CCC1/C(=C\c1ccccc1)C1=C2[C@@H](c2ccccc2)C(C#N)=C(N)O1 (some centres not stated)	97	80	97	109	84	77	92	91
COc1ccc(Nc2ncnc3ccc(-c4cncc(NS(C)(=O)=O)c4)cc23)cc1Cl	80	50	58	18	38	80	3.4*	86
Cc1cc(-c2ccc(N=Nc3c(S(=O)(=O)O)cc4cc(S(=O)(=O)O)cc(N)c4c3O)c(C)c2)ccc1N=Nc1c(S(=O)(=O)O)cc2cc(S(=O)(=O)O)cc(N)c2c1O	101	67	86	92	94	90	97	98
O=C1/C(=C/c2ccc(F)c(F)c2)CN(C(=O)C(Cl)Cl)C/C1=C\c1ccc(F)c(F)c1	-100*	-98*	-96*	-95*	-75*	-92*	-85*	-18*
COC(=O)c1c(-c2ccc(OC)cc2)c(-c2ccc(OC)cc2)[nH]c(=O)c1C#N	91	/	76	71	79	73	91	86
Cn1cc2cc(/C=C3\NC(=NC45CC6CC(CC(C6)C4)C5)NC3=O)ccc2n1	82	76	81	94	75	95	80	82
Nc1cccc(OCC(=O)O)c1	111	101	110	105	106	85	93	112
O=c1c2c3c(sc2n2c(CN4CCN(c5ccccc5)CC4)nnc2n1Cc1ccccc1)CCCC3	102	85	101	104	101	94	109	106
Clc1ccc2nc(CBr)cnc2c1	95	79	109	113	99	106	101	104
O=C1c2ccccc2C(=O)c2cc(SC(=S)N3CCOCC3)ccc21	96	72	115	130	96	81	90	104
COc1ccc(Oc2nc(Nc3ccc(N4CCCCC4)nc3)ncc2NC(=O)Nc2cc(OC)cc(OC)c2)cc1	90	73	91	95	92	95	105	85
Cc1cc[c-]cc1.Fc1c[c-]c(-c2ccccn2)c(F)c1.[Pt+2].c1ccc(P(C[PH+](c2ccccc2)c2ccccc2)c2ccccc2)cc1	-1.9*	11	23	32	6.2*	1.0*	23	87
CC(=O)NNC(=O)c1ccc(C(=O)O)cc1	110	89	104	98	92	115	105	102
COc1ccc2nc3nc4ccc[nH]c4cc3c2c1	76	62	86	82	90	/	70	96
Cc1ccc(C(C)C)cc1NC=O	104	74	115	109	102	93	/	108
COc1ccc(-c2nn(Cc3ccccc3)c3c2-c2oncc2CC3)cc1OC	91	75	98	84	86	82	124	83
CCOC(=O)NC(NC(=O)OCC)C(Cl)CC (configuration not stated)	109	91	105	113	116	106	104	102
COC(=O)C(CSC(c1ccccc1)(c1ccccc1)c1ccccc1)NC(=O)C(CSCc1ccccc1)NC(=O)CCNC(=O)OCc1ccccc1 (configuration not stated)	73	68	80	88	86	70	67	81
O=c1oc(-c2ccccc2CCl)nc2ccccc12	95	87	103	117	103	96	107	110
c1ccc(-c2nn[nH]n2)nc1	109	95	98	111	104	97	92	111
O=C(O)c1ccc(-n2cc(/C=N/Nc3ccc(Br)cc3)c(-c3cccc(C(F)(F)F)c3)n2)cc1	/	53	84	113	87	/	73	70
Cc1cc(-c2ccc(N3C(=O)CC4(CCCC4)C3=O)c(C)c2)ccc1N1C(=O)CC2(CCCC2)C1=O	106	71	107	118	97	95	98	87
CCSc1nc(NC)c2cc(F)c(F)c(F)c2n1	68	77	89	104	103	90	65	112
NS(=O)(=O)c1ccc(CCn2c(SCC(=O)Nc3ccc(Cl)cc3)nc3ccccc3c2=O)cc1	72	68	75	89	83	80	87	85
CC(=O)Oc1ccccc1C(=O)N=C1[Se]CCCN1C(=O)c1ccccc1OC(C)=O	21	-56*	96	6.6*	-15*	52	12	29
COc1ccc(/C=C/C(=O)Nc2ccc(-c3nc4ccc(F)cc4s3)cc2)cc1	107	84	81	104	94	95	104	111
c1cc[n+](C2c3ccccc3C([n+]3ccccc3)c3ccccc32)cc1 (configuration not stated)	92	62	50	52	27	87	30	106
Nc1nn2c(C=O)c(-c3ccccc3)nc2s1	101	81	101	111	106	93	71	94
CC(C)c1[nH]nc2c(NCc3ccc(-c4ccccn4)cc3)nc(SCCN(C)C)nc12	7.8*	17	11	6.5*	/	19	16	7.1*
COc1ccc(N2CCN(C(=O)CCSc3nnc4n(Cc5ccccc5)c(=O)c5c6c(sc5n34)CCCC6)CC2)cc1	97	88	98	92	102	95	109	99
c1csc(C(CC2CCCCC2)c2ccc3ccccc3c2)c1 (configuration not stated)	113	102	98	101	105	99	109	111
COc1c(OC(C)=O)cc2c(c1OC(C)=O)C1O[C@H](COC(C)=O)[C@@H](OC(C)=O)[C@H](OC(C)=O)[C@H]1OC2=O (some centres not stated)	96	96	88	97	109	104	103	100
COc1cc2nc(SCc3nnc(NC(=O)c4ccc(Br)cc4)s3)n(-c3ccc(Cl)cc3)c(=O)c2cc1OC	97	87	102	127	75	95	83	85
CC(C)=Cc1cc(-c2cc(C=C(C)C)on2)no1	110	90	104	105	86	92	113	108
COC(=O)C1=Nc2cc(OC)cc(OC)c2/C1=C\c1sc(N2N=C(c3ccccc3)CC2c2ccc(N(C)C)cc2)nc1O (configuration not stated)	98	69	101	113	96	80	93	101
CCOCc1cc(=O)[nH]c(SC)n1	104	93	100	130	101	98	110	104

Reprinted from the part before: 2 compounds, followed by the next part.
SMILES	ACHN	UO-31	786-0	TK-10	SN12C	CAKI-1	IGROV1	NCI/ADR-RES
COC(=O)C1=Nc2cc(OC)cc(OC)c2/C1=C\c1sc(N2N=C(c3ccccc3)CC2c2ccc(N(C)C)cc2)nc1O (configuration not stated)	98	69	101	113	96	80	93	101
CCOCc1cc(=O)[nH]c(SC)n1	104	93	100	130	101	98	110	104
CCCCC(CC)COC(=O)/C=C/c1cccc2c1C(=O)NC(C)(c1cc3cc4ccccc4cc3oc1=O)N2 (configuration not stated)	99	78	92	127	68	80	99	89
Fc1cc(-c2nnc(Nc3ccc(Cl)cc3)o2)cc(F)c1F	112	95	101	114	97	100	109	98
C/C(=N\NC(=O)Cn1c2ccccc2c2ccncc21)c1ccccn1	97	89	103	95	97	/	107	80
CC1(C)C(=O)CC[C@]2(C)[C@H]3C(=O)C=C4[C@@H]5C[C@@](C)(C(N)=O)CC[C@]5(C)CC[C@@]4(C)[C@]3(C)CC[C@@H]12	106	88	105	99	98	106	113	94
NC1CCN(c2nc(Nc3cccc(C(F)(F)F)c3)c3c(=O)[nH]ccc3n2)CC1	-70*	-81*	-98*	-27*	-76*	-14*	-46*	-31*
CCCn1c(=O)c2[nH]c(-c3ccc(OCc4nc5cc(F)c(F)cc5[nH]4)cc3)nc2n(CCC)c1=O	48	37	63	94	62	52	55	74
O=C(O)c1ccc2cc(C(=O)O)ccc2c1	105	88	80	136	77	86	/	63
COc1ccc2nc3cc(Cl)ccc3c(NC(=O)CSc3ccc(Cl)cc3)c2c1	-95*	-96*	-98*	-96*	-75*	-91*	-91*	-65*
N#Cc1c(-c2ccccc2)nc2c(c(-c3ccc(Cl)cc3)nn2-c2ccccc2)c1-c1ccc(O)cc1	107	90	104	106	110	100	104	106
CCCCOC(=O)Cc1ccc(OC)c(OC)c1	103	87	98	92	99	/	103	94
CCn1cc(C(=O)NNC(=O)Nc2c(Cl)cccc2Cl)c(=O)c2ccc(C)nc21	98	88	91	93	81	97	99	94
O=C(Nc1ncnc2nc[nH]c12)NC1CCCCC1	96	94	102	95	101	90	113	109
CCOC(=O)COc1ccc(C(CC)C(CC)c2ccc(OCC(=O)OCC)cc2)cc1 (configuration not stated)	107&104	84&85	100&105	93&101	97	97&100	92&101	111&109
C1=NN(c2ccccc2)C2C3N(C=NN3c3ccccc3)c3ccccc3N12 (configuration not stated)	104	77	94	186	97	106	39	90
CNC(=O)c1[nH]cc(-c2ccccc2)c1-c1cc(OC)c2c(c1OC)OCO2	96	84	95	106	91	76	103	101
COc1ccc(OC)c(-c2nc3sc(-c4cn(C)c5ccccc45)nn3c2C=O)c1	111	102	92	82	97	104	101	105
O=c1[nH][nH]c(=O)c2c1[nH]c(=S)n2Cc1ccccc1	103	96	109	114	102	87	97	106
COc1cc2nc(N3CCC[C@H](NC(=O)C4COc5ccccc5O4)C3)nc(N)c2cc1OC (some centres not stated)	96&104	93&84	99&99	97&89	106&101	91&102	108&103	108&103
Cc1cc(C)c2c(n1)nn1c(-c3cc4c(ccc5ccccc54)oc3=O)ccnc21	100	82	108	148	101	/	106	103
NS(=O)(=O)c1ccc(Nc2nc(SCC(=O)c3ccc(Cl)cc3)nc3c2CCC3)cc1	87	81	92	98	77	72	97	98
Nc1nc2c(C(=O)Nc3ccc(Cl)cc3)c(Nc3ccc(Cl)cc3)nn2c(-c2ccc(Cl)cc2)c1-c1nc2ccccc2s1	102	77	108	119	96	86	100	105
CC(C)(COCOCC(C)(C)[N+](=O)[O-])[N+](=O)[O-]	101	95	109	105	104	94	113	103
CC(Br)c1nc2ccccc2cc1C(N)=O (configuration not stated)	109	93	103	97	91	/	108	109
CCc1ccc(Nc2ncnc3c2c(C)nn3-c2ccc(Cl)cc2)cc1	97	87	101	158	98	86	89	111
O=c1[nH]c2ccc(Cl)cc2c2ccccc12	49	20	49	81	88	43	30	/
Nc1ncc(C#Cc2cncc(NC(=O)c3cccc(OC(F)(F)F)c3)c2)c2cccnc12	76	73	84	100	98	97	72	105
NCc1cc(Br)cc(Br)c1O	92	76	110	95	96	85	103	90
CCC(O)(Cc1ccccn1)Cc1ccccn1	97	85	101	99	101	92	103	108
CN(C)c1ccc(/C=N\Nc2ccccn2)c(Cl)c1	110	86	96	119	94	95	122	102
COc1cc(CNC(=O)CCCC/C=C/C(C)C)ccc1OCc1nnc(SCCc2c[nH]c3ccccc23)o1	77	45	89	92	83	54	74	57
NC1=NN=C(c2ccccc2)C(c2ccccc2)S1 (configuration not stated)	104	80	100	151	106	/	58	95
N#CCC1(c2ccccc2)CCCC1	111	98	/	110	104	99	112	111
Clc1ccc2c(c1)C(Br)c1cc(Cl)cc(Cl)c1-2 (configuration not stated)	99	77	85	118	27	/	57	96
N=c1sc(Cc2cccc(Cl)c2)cn1CC(=O)c1ccc(Br)cc1	65	75	87	84	86	50	80	82
CC(=O)c1ccc(-n2c(-c3cc(-c4ccsc4)n[nH]3)n[nH]c2=S)cc1	88	90	101	98	98	93	107	/
COc1ccc(/C=C2\CCCC3=C2NC(N)=NC3c2ccc(OC)cc2)cc1 (configuration not stated)	98	73	106	/	87	90	100	91
COc1ccccc1Sc1nnc(/N=C2\C(=O)Nc3ccc(F)cc32)s1	88	66	103	119	93	67	76	107
O=C1CNC(c2ccccc2[N+](=O)[O-])N1O (configuration not stated)	107	75	95	109	106	99	109	100
CC(c1ccccc1)c1ccc(O)cc1 (configuration not stated)	96	77	95	97	89	91	95	99
CSc1c(-c2nc3ccccc3s2)c(N)nc2c(C(N)=O)c(Nc3ccccc3)nn12	102	87	105	170	105	84	72	103
O=C(Nc1cccnc1)c1ccc2nc(-c3ccccc3)c(-c3ccccc3)nc2c1	80	65	95	124	85	99	107	50
CCCCCCC1CCN(CC(=O)c2ccccc2)CC1	95	75	93	82	88	98	105	96
Cc1ccc2c(c1)/C(=N\N=C/c1cn(C(C)C)c3ccccc13)C(=O)N2	55	58	93	81	56	64	48	79
Cn1c(=O)c2c(c3ccccc31)OC(C)(C)C=C2	100	89	103	106	96	99	108	112
Cc1nccnc1Sc1ccccc1	102	125	94	120	104	96	514	107
Nc1nc2c(c(=O)[nH]1)NC(=N[C@@H](Cc1ccccc1)C(=O)O)CN2	108	85	102	99	105	95	108	103

Bioassay records from PubChem.
